# Compound activity: PubChem, Dana-Farber Cancer Institute and Novartis Institutes for BioMedical Research (Cambridge, Mass)
# USP17 block: human USP17-like deubiquitinase inhibition; A8MUK1; purified USP17, Ub-rhodamine cleavage fluorescence, 3 h; inhibition, % at 50 µM; 6.5% of 47,000 active
# OTUD3 inh: human OTUD3 deubiquitinase inhibition. Q5T2D3. purified OTUD3, Ub-rhodamine fluorescence, 2 h. inhibition, % at 25 µM. 0.7% of 47,000 active. AID 1645858
# USP28 inh: blocks human USP28 ubiquitin-rhodamine cleavage; Q96RU2; 3% of 47,000 active; purified USP28, Ub-rhodamine cleavage fluorescence, 30 min; inhibition, % at 25 µM
# Target sequence (Q96RU2 whole entry, looked up): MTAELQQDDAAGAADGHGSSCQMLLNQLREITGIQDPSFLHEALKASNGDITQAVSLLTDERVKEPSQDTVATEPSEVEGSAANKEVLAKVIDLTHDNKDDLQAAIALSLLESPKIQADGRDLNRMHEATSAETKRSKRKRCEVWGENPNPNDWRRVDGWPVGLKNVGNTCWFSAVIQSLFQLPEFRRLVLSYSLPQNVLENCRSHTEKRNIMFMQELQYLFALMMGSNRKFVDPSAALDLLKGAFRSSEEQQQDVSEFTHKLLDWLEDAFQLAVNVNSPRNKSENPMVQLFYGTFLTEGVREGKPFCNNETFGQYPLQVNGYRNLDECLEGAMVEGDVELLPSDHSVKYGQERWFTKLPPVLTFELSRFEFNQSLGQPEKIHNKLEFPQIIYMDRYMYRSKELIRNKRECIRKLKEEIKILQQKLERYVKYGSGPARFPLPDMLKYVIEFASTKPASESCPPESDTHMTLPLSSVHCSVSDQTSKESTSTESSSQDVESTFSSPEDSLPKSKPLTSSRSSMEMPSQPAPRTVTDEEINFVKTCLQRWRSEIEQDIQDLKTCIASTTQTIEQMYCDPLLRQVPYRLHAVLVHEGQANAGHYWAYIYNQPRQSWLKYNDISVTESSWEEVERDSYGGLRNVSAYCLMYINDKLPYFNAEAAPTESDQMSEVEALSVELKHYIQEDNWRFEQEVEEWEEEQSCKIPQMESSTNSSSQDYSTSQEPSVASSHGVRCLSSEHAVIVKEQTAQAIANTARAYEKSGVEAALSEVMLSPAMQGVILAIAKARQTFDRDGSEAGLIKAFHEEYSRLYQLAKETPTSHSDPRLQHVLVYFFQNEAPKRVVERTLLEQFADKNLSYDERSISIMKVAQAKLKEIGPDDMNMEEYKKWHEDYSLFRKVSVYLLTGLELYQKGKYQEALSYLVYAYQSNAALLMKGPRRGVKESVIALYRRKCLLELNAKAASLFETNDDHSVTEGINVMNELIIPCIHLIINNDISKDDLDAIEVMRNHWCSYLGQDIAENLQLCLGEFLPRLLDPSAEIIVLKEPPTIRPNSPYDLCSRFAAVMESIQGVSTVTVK
# UCHL1 block: human UCHL1 deubiquitinase inhibition; purified UCHL1, Ub-rhodamine cleavage fluorescence; inhibition, % at 20 µM; P09936; AID 1645859; 0.2% of 47,000 active
# USP10 block: inhibitors of human USP10 deubiquitinase. 1.1% of 47,000 active. purified USP10, Ub-rhodamine fluorescence, 60 min. Q14694. inhibition, % at 20 µM
# USP7 inh: inhibitors of human USP7 deubiquitinase | Q93009 | purified USP7, Ub-rhodamine cleavage fluorescence | inhibition, % at 20 µM | 0.3% of 47,000 active
# USP30 inh: blocks human USP30 ubiquitin-rhodamine cleavage; purified USP30, Ub-rhodamine cleavage fluorescence; 5.3% of 47,000 active; AID 1645860; inhibition, % at 25 µM
# USP8 inh: human USP8 deubiquitinase inhibition | 4.2% of 47,000 active | inhibition, % at 20 µM | P40818 | purified USP8, Ub-rhodamine cleavage fluorescence, 30 min
# * marks the source's active call; other numbers are inactive results; i = inactive; / = no result given. No stated cut-off is given here; in the data, active means inhibition above about 30%; inactive means the rest. Rows are unselected; 14% or so of the library scored in one or more.
SMILES,USP17 block,OTUD3 inh,USP28 inh,UCHL1 block,USP10 block,USP7 inh,USP30 inh,USP8 inh
Cc1ccccc1C1c2[nH]c3ccccc3c2C[C@H]2C(=O)N(CCCO)CC(=O)N12 (stereo partly drawn),-8,-3,-7,0,-3,-1,-15,-1
Cc1cccc(CN2CCC(CNS(=O)(=O)c3cc4c(cc3C)NC(=O)CO4)CC2)c1,-3,-6,0,4,-6,8,-21,1
CCC1Sc2cc(S(=O)(=O)CCC(=O)N3CCc4ccccc4C3)ccc2NC1=O (stereo not drawn),-12,-1,1,1,8,-10,9,-7
CCOc1ccccc1NC(=O)Cn1c(-c2ccc3c(c2)OCO3)cn(-c2ccc(OC)cc2)c1=O,52*,3,1,4,8,-5,28,-8
COc1ccccc1C(=O)Nc1ncc2c(n1)CC(c1ccc(F)cc1)CC2=O (stereo not drawn),-2,1,12,3,2,-40,20,0
Cc1ccc(CN2CN(C3CCN(C(=O)c4ccco4)CC3)CC2=O)cc1,-5,-10,-4,0,-5,-4,-55,-7
COCCCNC(=O)c1ccc(-c2ccc(S(=O)(=O)N3CCCC3)cc2)cc1,/,-11,-4,-1,-2,-2,3,-15
C[C@@H](C(=O)N1CCN(c2ccc(F)cc2)CC1)n1c(=O)[nH]c2ccccc2c1=O,1,6,5,3,1,0,24,1
COc1ccc2ncc(S(=O)(=O)c3ccc(C)cc3)c(Nc3ccc(C)cc3)c2c1,9,8,2,7,3,10,12,12
CCn1nc(CO)c2c1CCN(Cc1scnc1C)C2,-1,-6,-11,-1,1,1,2,-9
O=C1CC(c2ccc(Cl)cc2)CC(=O)C1CS(=O)(=O)c1ccccc1 (stereo not drawn),-7,-1,-4,-6,1,1,-14,-6
Cc1ccc(NC(=O)c2ccccc2)c(=O)n1CC(=O)N1CCN(c2ccccc2F)CC1,/,18,9,4,-3,7,30*,27
COC(=O)c1ccc(C2Oc3ccccc3CN2c2ccccc2Cl)cc1 (stereo not drawn),5,4,34*,8,12,-38,13,22
Cc1cc(C)nc(-n2ncc(C#N)c2NC(=O)c2ccc(Br)cc2)n1,-61,-33,-26,-15,-2,-12,-112,44*
Cc1c(S(=O)(=O)N2CCCC2)cc(C(=O)Nc2ccccc2)n1C,46*,-1,24,0,9,3,9,0

# Three records drawn at random from the list so far, as already listed:
SMILES,USP17 block,OTUD3 inh,USP28 inh,UCHL1 block,USP10 block,USP7 inh,USP30 inh,USP8 inh
COC(=O)c1ccc(C2Oc3ccccc3CN2c2ccccc2Cl)cc1 (stereo not drawn),5,4,34*,8,12,-38,13,22
Cc1ccccc1C1c2[nH]c3ccccc3c2C[C@H]2C(=O)N(CCCO)CC(=O)N12 (stereo partly drawn),-8,-3,-7,0,-3,-1,-15,-1
Cc1cc(C)nc(-n2ncc(C#N)c2NC(=O)c2ccc(Br)cc2)n1,-61,-33,-26,-15,-2,-12,-112,44*

# Two of these compounds, set out differently:
# Every second line gives: USP17 block | OTUD3 inh | USP28 inh | UCHL1 block | USP10 block | USP7 inh | USP30 inh | USP8 inh
- Cc1ccc(CN2CN(C3CCN(C(=O)c4ccco4)CC3)CC2=O)cc1
    -5 | -10 | -4 | 0 | -5 | -4 | -55 | -7
- Cc1ccccc1C1c2[nH]c3ccccc3c2C[C@H]2C(=O)N(CCCO)CC(=O)N12 (stereo partly drawn)
    -8 | -3 | -7 | 0 | -3 | -1 | -15 | -1

# More structures:
SMILES,USP17 block,OTUD3 inh,USP28 inh,UCHL1 block,USP10 block,USP7 inh,USP30 inh,USP8 inh
COc1ccc(-c2noc(CC3CCN(C(=O)C4CC4)CC3)n2)cc1,-10,-10,-5,-7,-5,-7,0,-20
CCC(C)CCCCCCCCCCC(=O)OCC(O)CO (stereo not drawn),11,3,6,14,12,10,-20,16
CC(C)c1cccc(NC(=O)c2nc(N3CCOCC3)c3cnn(C)c3n2)c1,-8,-4,-8,0,0,2,-9,-4
CC(C)C(=O)N1c2ccccc2NC2=C(C(=O)CC(C)(C)C2)C1c1ccc(Br)s1 (stereo not drawn),-8,-8,-14,1,0,-11,-24,-10
Cc1ccc(CN2CCC(c3nc(-c4cnccn4)n[nH]3)CC2)c(C)c1,-27,-6,-4,-2,0,2,-7,-102
O=C1NC2(CCC(=O)N(CC(=O)N3CCCCCC3)CC2)Nc2ccccc21 (stereo not drawn),11,9,10,3,1,3,-28,22
Cc1nc2ccccc2nc1OCC(=O)Nc1cccc(C#N)c1,-20,-7,-2,-3,-1,0,-5,0
CCCCOc1ccc(-c2nnc(-c3ccccc3Br)s2)cc1,5,4,3,1,2,5,7,4
Cc1ccc(CNC(=O)CN2C(=O)C3CCCN3C(=O)c3cccc(C)c32)cc1 (stereo not drawn),-3,-4,-8,-2,0,0,-14,5
O=C1NC2(CCN(S(=O)(=O)c3ccc(F)c(F)c3)CC2)Nc2ccccc21,-8,-6,-16,-5,1,0,-13,-1
Nc1nccc(/C=C/c2c(Cl)cccc2Cl)n1,31*,-14,10,1,10,-11,-8,19
Fc1ccc(NCc2nc3ccccc3n2Cc2ccccc2)cc1,14,18,33*,8,9,-166,42*,20
Cc1cc(-c2cnc(C)nc2C2CCN(C(=O)Cc3ccccc3F)CC2)on1,11,6,7,-1,0,1,21,2
CC(=O)N1[C@@H](CNC(=O)Cc2ccc(O)cc2)C[C@@]2(C)[C@@H](O)CCCC[C@@H]12,2,10,4,1,0,/,4,1
COCCCNC(=O)c1nc(-c2cccc3[nH]ccc23)no1,6,0,6,2,-3,3,10,7
Cn1c(=O)[nH]c2c(C(=O)N3CCc4ccccc4C3)snc2c1=O,3,3,4,0,-1,/,7,2
O=C(NCCc1nc2ccccc2n1Cc1ccccc1F)c1ccco1,1,-3,-2,-2,0,-102,0,2
COc1cc(OC)c(C2C(C(=O)Nc3cccnc3)=C(C)Nc3ncnn32)cc1OC (stereo not drawn),-37,6,0,0,0,6,-4,-8
COc1ccc(Cl)cc1NC(=O)CSc1nnc(-c2ccoc2C)o1,0,0,4,3,1,-139,2,-2
CN(C)c1cccc(C(=O)NCc2[nH]nc3ccccc23)c1,6,2,11,0,-1,4,15,21
COCCNC(=O)C1(C)CCC(=O)N1c1cccc2ccccc12 (stereo not drawn),-32,-21,-33,-7,-13,-4,-71,-112
CC1(C)CCC[C@]2(C)[C@@H](CCO)[C@](C)(O)CC[C@@H]12,-15,-10,-10,-1,0,0,-18,-19
COc1ccc(N2CCN(C3=NC(CC(=O)Nc4ccccc4)C(=O)N3)CC2)cc1 (stereo not drawn),36*,16,15,1,-1,3,25,36*
Cc1csc(NCC2CCCO2)n1 (stereo not drawn),-13,-4,/,-1,-2,-1,/,-4
COCCNc1nc2c(-c3cccc(C(F)(F)F)c3)nnn2c2ccccc12,13,13,11,3,1,7,32*,19
COc1ccc(C(=O)Nc2c3c(nn2C(C)(C)C)CSC3)c(OC)c1,24,20,17,7,8,12,12,16
c1cc2[nH]ncc2cc1CC1CNCCOC1 (stereo not drawn),15,14,11,0,0,/,24,0
O=C(C1CCCN(S(=O)(=O)N2CCOCC2)C1)N1CCc2ccccc21 (stereo not drawn),-7,2,-1,-1,-1,1,0,0
CN1C(=O)CCc2cc(NC(=O)Cc3c(F)cccc3Cl)ccc21,-13,-14,-10,-4,2,-2,-17,-41
O=C(Nc1nncs1)c1cn[nH]c1-c1ccc(F)cc1,3,-2,2,0,1,5,15,-2
O=C(c1cnc2ccccc2n1)N1CCC(c2nc(-c3ccc(F)cc3)no2)CC1,-23,-6,-1,0,-1,0,-36,-25
O=C(C[C@@H]1CCN2C[C@@H]1CCCOc1ccccc1CNCC2=O)NCc1cccnc1,-2,13,3,-2,-3,0,10,-1
Cc1nc(NC2CC2)sc1C(=O)NC1CCCC1,1,7,-5,0,1,6,-49,1
COc1ccccc1NC(=O)Cn1cnc(NC(=O)c2ccccc2)n1,-15,-10,-5,-8,-9,-7,-46,-23
CCCN1C=NS(=O)(=O)c2cc(C(=O)Nc3ccc(C)cc3C)ccc21,-1,1,11,1,1,5,9,1
Cc1cccc(NC(=O)NCCc2nc(-c3ccccc3)n[nH]2)c1,0,10,9,3,2,0,17,-1
CSCCC(NC(=O)c1ccccc1)c1nc2ccccc2n1CC(=O)Nc1ccccc1 (stereo not drawn),-36,3,3,2,41*,11,11,46*
COc1cccc(NC(=O)CCc2nnc3ccc(N4CCCCC4)nn23)c1,3,-5,4,-5,-5,-6,-2,-7
O=C(CN1CCc2ccccc2C1)Nc1nc(-c2ccc3c(c2)CCN3C(=O)C2CC2)cs1,-1,-16,-6,-6,-4,-3,-20,19
O=C(CC(C(=O)O)c1cccc(F)c1)c1ccc(Cl)cc1 (stereo not drawn),10,1,3,-1,3,-4,-7,7
CC(=O)c1ccc(NC(=O)C2CC(=O)Nc3nc(SCc4ccccc4)nn32)cc1 (stereo not drawn),-2,8,7,2,30*,3,4,15
O=C(C(Sc1ccccc1)c1ccccc1)N1CCc2ccccc21 (stereo not drawn),2,4,7,1,5,4,-3,16
O=C(CC1Nc2ccccc2OC1=O)Nc1cccc(F)c1 (stereo not drawn),24,-12,-14,-4,-5,-7,-86,28
Cn1c(CNC(=O)Cc2ccccc2)nc2ccccc21,-7,4,9,1,-1,-2,2,-13
O=C(Nc1ccc(-n2cnc(C(=O)N3CCc4ccccc4C3)c2)nc1)C1CC1,-11,-6,-1,-2,13,0,-19,15

# In the list so far, 3 contain a furan ring, fused or not:
SMILES,USP17 block,OTUD3 inh,USP28 inh,UCHL1 block,USP10 block,USP7 inh,USP30 inh,USP8 inh
Cc1ccc(CN2CN(C3CCN(C(=O)c4ccco4)CC3)CC2=O)cc1,-5,-10,-4,0,-5,-4,-55,-7
O=C(NCCc1nc2ccccc2n1Cc1ccccc1F)c1ccco1,1,-3,-2,-2,0,-102,0,2
COc1ccc(Cl)cc1NC(=O)CSc1nnc(-c2ccoc2C)o1,0,0,4,3,1,-139,2,-2

# (further entries)
SMILES,USP17 block,OTUD3 inh,USP28 inh,UCHL1 block,USP10 block,USP7 inh,USP30 inh,USP8 inh
Cc1nnc2n1CCN(Cc1c(F)cccc1Cl)C2,11,6,10,5,-2,7,22,25
O=S(=O)(Nc1ccc(N2CCCCC2)cc1)c1cccc(F)c1,-12,-11,-6,-1,1,-5,-28,6
Cc1nn(-c2ccc(-c3ccccc3)nn2)c(C)c1S(=O)(=O)NC(C)C,37*,9,8,10,6,3,21,-27
Cc1cccc(CNC(=O)C2CCCN(S(=O)(=O)Cc3ccccc3Cl)C2)c1 (stereo not drawn),22,5,0,1,14,0,39*,7
Cn1c(CCN2CCCCC2)nc2cc(NC(=O)c3ccc(Cl)cc3)ccc21,33*,9,9,-1,-10,-2,-17,6
O=C(COc1cc([N+](=O)[O-])cc2cccnc12)NCCC1=CCCCC1,86*,14,14,4,2,-15,37*,98*
COc1ccc2c(c1)CCc1c-2n[nH]c1C(=O)NCCN1CCOCC1,10,4,5,1,0,5,3,1
CC(C)CC(=O)N1CC[C@@H]2CN(Cc3ccncc3)S(=O)(=O)[C@@H]2CC1,6,10,10,0,1,2,8,-36
O=C(N[C@@H](Cc1ccccc1)C(=O)N1CCN(c2ccccc2F)CC1)c1cccnc1,-12,-8,-13,-1,1,-4,-10,-7
CC1CCN(S(=O)(=O)c2ccc3[nH]cc(C(=O)N(Cc4ccco4)CC4CCCO4)c(=O)c3c2)CC1 (stereo not drawn),-3,0,9,2,1,-4,1,8
CCN1CCC2(CC1)OC(=O)C(C)=C2C(=O)Nc1ccc(OC)cc1,2,-2,-9,-3,-4,0,1,3
CCC1CCCCN1S(=O)(=O)c1ccc(C(=O)Nc2ccc(S(N)(=O)=O)cc2)cc1 (stereo not drawn),60*,13,35*,3,20,-29,76*,9
Cn1cncc1-c1nccnc1CC1CCN(Cc2cnccn2)CC1,-3,-7,-19,-6,0,-5,-23,3
Cc1noc(-c2nn(C)c3c2CN(S(=O)(=O)Cc2cccc(F)c2)CC3)n1,-15,-14,-10,-2,-3,1,14,-18
OCCSc1nnc(N2CCCC2)n1-c1cccc(Cl)c1,4,6,11,2,0,-4,18,3
Cc1ccc(NC(=O)c2c(C)nc3sc(C(=O)Nc4ccc(F)cc4)c(N)c3c2-c2cccs2)c(C)c1,5,4,/,-4,-3,-1,/,-10
CC(C(N)C(=O)NC(C(=O)O)C1OC(n2ccc(=O)[nH]c2=O)C(O)C1O)C(O)c1ccc(O)cn1 (stereo not drawn) (tested in a mixture with another compound),-156,-121,-138,-65,-12,-63,i,-312
COCC(=O)N1C2CCC(O)(CC2)C1CN1CCOCC1 (stereo not drawn),19,9,2,2,0,5,18,14
CC(C)n1ncc2c(C(=O)O)cc(C3CC3)nc21,0,-2,4,-5,0,/,5,4
Cc1nnc2c(NC(=O)c3cc(F)ccc3F)cccn12,14,10,6,3,-1,1,2,15
Cc1ccccc1Nc1nc(N)nc(CSc2ccc(Cl)cc2)n1,4,3,8,7,8,-70,6,8
COc1ccc2[nH]c3c(c2c1)CCN1C(=O)CN(CCc2ccc(F)cc2)C(=O)[C@]31C,-3,-14,-20,0,-4,1,-24,-8
CC1CCN(S(=O)(=O)c2cn(CC(=O)Nc3ccc(F)c(Cl)c3)cn2)CC1,1,0,1,10,7,8,7,7
